SENP6 inh: inhibitors of human SENP6 protease | actives 1.8% (n = 330,000) | Recombinant SENP6 catalytic domain, aminoluciferin luminescence | inhibition, % at 10 µM | AID 2599;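 active = inhibition above about 50% at the single tested dose, limit read from the data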;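 also: plate controls were DMSO wells with enzyme for no effect and DMSO wells lacking enzyme for full effect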
Target sequence (Q9GZR1 628-1112 limits assumed): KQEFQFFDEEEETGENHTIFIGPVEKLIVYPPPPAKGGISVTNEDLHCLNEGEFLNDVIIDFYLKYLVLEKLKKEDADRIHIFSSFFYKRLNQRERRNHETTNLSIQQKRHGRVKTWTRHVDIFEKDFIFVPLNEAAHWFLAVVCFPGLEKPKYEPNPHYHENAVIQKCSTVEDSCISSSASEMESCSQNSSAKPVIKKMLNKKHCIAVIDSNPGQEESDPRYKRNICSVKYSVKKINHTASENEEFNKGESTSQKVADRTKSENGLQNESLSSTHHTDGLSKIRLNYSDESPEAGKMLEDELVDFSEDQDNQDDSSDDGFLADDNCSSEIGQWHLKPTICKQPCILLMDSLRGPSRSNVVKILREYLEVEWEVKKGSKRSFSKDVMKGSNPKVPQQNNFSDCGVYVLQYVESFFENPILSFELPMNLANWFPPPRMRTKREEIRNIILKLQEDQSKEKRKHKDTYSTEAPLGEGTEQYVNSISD
hIAP act: increases human intestinal alkaline phosphatase activity; activation factor at 10 µM; actives 0.16% (n = 330,000); P09923; purified human IAP, CDP-Star luminescence, 30 min; hits give high values; 1 = vehicle-only enzyme, 0 = enzyme-free background;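 active = activation factor of the enzyme at least 2-fold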; also: the source names both 10 and 20 µM as test concentration; values of inactives mirror those of a sister screen read the other way
Target sequence (P09923 whole entry, looked up): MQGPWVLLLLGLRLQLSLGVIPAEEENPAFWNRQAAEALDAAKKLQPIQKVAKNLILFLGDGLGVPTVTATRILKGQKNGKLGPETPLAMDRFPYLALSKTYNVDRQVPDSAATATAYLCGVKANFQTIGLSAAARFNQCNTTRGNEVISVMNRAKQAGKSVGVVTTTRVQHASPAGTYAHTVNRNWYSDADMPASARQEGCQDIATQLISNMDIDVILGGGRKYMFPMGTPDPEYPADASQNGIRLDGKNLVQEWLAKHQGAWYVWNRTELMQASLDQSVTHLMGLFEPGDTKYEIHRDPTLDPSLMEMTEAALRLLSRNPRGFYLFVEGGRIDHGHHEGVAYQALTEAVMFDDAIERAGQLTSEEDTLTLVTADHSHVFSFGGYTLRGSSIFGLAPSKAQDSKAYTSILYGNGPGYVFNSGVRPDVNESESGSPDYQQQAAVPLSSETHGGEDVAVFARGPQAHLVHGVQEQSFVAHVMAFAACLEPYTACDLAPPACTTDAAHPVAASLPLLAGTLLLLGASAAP
An asterisk follows results filed as active. A portion of the library; count on the stated rates, not on these rows.

no. | molecule | SENP6 inh | hIAP act
1 | O=C(Cn1nc(-c2ccccc2)ccc1=O)Nc1cccc(NC(=O)c2ccccn2)c1 | -2 | 0.94
2 | COCCCNC(=O)Cn1nnc(-c2ccc(NC(=O)c3cccnc3)cc2)n1 | -17 | 1
3 | COc1cccc(C2C(C(C)=O)=C(O)C(=O)N2CCNCCO)c1 (stereo not given) | -2 | 1.1
4 | Cc1ccc(-c2nnc(SCC(=O)N/N=C/c3ccccc3C(=O)O)n2-c2ccccc2)cc1 | -8 | 0.93
5 | Cc1nn(-c2ccccc2)c(Cl)c1/C=N/NC(=O)c1ccc(NS(=O)(=O)c2cccs2)cc1 | -11 | 1.2
6 | CC(C)CCNC(=O)[C@H](CC(C)C)NC(=O)[C@H]1O[C@@H]1C(=O)O | 4 | 0.94
7 | COc1cccc(CNC(=O)CCCCCn2c(=S)[nH]c3ccc(N4CCOCC4)cc3c2=O)c1 | 2 | 1.1
8 | CCOC(=O)N1CCN(C(=O)c2cn(CC)c3cc(N4CCN(C)CC4)c(F)cc3c2=O)CC1 | -7 | 1
9 | CC(C)CCNC(=O)c1ccc(-c2ccccc2)cc1 | 42 | 0.98
10 | CCC(C)n1c(-c2cc(OC)c(OC)c(OC)c2)nc2nc3ccccc3nc21 (stereo not given) | 9 | 0.96
11 | Cc1cc(C)c2[nH]c(O)c(N=NC(=O)c3cc4c(s3)CCCC4)c2c1 | -4 | 1.6
12 | Clc1cc(Cl)cc(C2=NCCC(c3ccccc3)O2)c1 (stereo not given) | 0 | 0.83
13 | C=CCn1c(=O)/c(=C2/Sc3cc(OC)ccc3N2C)s/c1=C1\C(=O)N(CC)C(=S)N1C | -6 | 0.69
14 | C/C(=N\NC(=O)C1CC1)c1ccc(NC(=O)c2ccc(Br)o2)cc1 | -38 | 1.1
15 | CCOCCCn1c(=NC(=O)c2ccc(OC)c(OC)c2)c(C#N)cc2c(=O)n3cccc(C)c3nc21 | -8 | 0.97
16 | O=S1(=O)c2ccccc2N=NN1Cc1cc(Cl)cc(Cl)c1 | 4 | 0.96
17 | COc1ccccc1NC(=O)c1c(N=Cc2ccccc2O)cnn1C | 15 | 1
18 | CCOC(=O)c1ccc(-n2c(CC)nc3ccccc3c2=O)cc1 | 2 | 1.1
19 | COC/C=C/C1=CC2=CC(=O)C(C)(OC(=O)c3cnc4ccccc4n3)C(=O)C2=CN1C1CCCCC1 (stereo not given) | 5 | 0.88
20 | CCc1ccc(/C=C2\SC(=S)N(CCC(=O)NC3=NCCS3)C2=O)cc1 | -4 | 1.1
21 | COc1ccc2nc(NC(=O)/C=C/c3ccc4c(c3)OCO4)sc2c1 | -16 | 0.91
22 | Cc1cc2c(cc1C)-c1nnc(-c3ccc4ccccc4n3)n1C(C)(C)C2 | -24 | 1
23 | O=C(COC(=O)CC(c1ccccc1)c1ccccc1)Nc1c(F)cccc1F | -12 | 1
24 | CC(C(=O)N=Nc1c(O)n(C)c2ccc(Br)cc12)n1cnc2ccccc2c1=O (stereo not given) | 2 | 0.89
25 | CCOCCOC(=O)COc1ccc(N2C(=O)c3ccccc3C2=O)cc1 | -1 | 1.1
26 | CCOc1cc(-n2nc(C)c(C#N)c2N)nc(SC)n1 | -3 | 1
27 | Clc1ccc2[nH]c3c(NCC4CCCO4)ncnc3c2c1 (stereo not given) | -5 | 1.1
28 | COc1ccc2nc(Nc3nc(CSc4nnc(C)s4)cc(=O)[nH]3)nc(C)c2c1 | 2 | 1.2
29 | CC(=O)NC(=S)c1c(N)n(Cc2ccccc2)c(=O)n(C)c1=O | -9 | 1.1
30 | CCN1C(=O)/C(=c2\s/c(=C3\Sc4ccccc4N3C)c(=O)n2C)N(C)C1=S | -15 | 0.75

In the list so far, these have an NH in an aromatic ring:
no. | molecule | SENP6 inh | hIAP act
7 | COc1cccc(CNC(=O)CCCCCn2c(=S)[nH]c3ccc(N4CCOCC4)cc3c2=O)c1 | 2 | 1.1
11 | Cc1cc(C)c2[nH]c(O)c(N=NC(=O)c3cc4c(s3)CCCC4)c2c1 | -4 | 1.6
27 | Clc1ccc2[nH]c3c(NCC4CCCO4)ncnc3c2c1 (stereo not given) | -5 | 1.1
28 | COc1ccc2nc(Nc3nc(CSc4nnc(C)s4)cc(=O)[nH]3)nc(C)c2c1 | 2 | 1.2

Next structures
no. | molecule | SENP6 inh | hIAP act
31 | COc1ccc(CC(NC(C)=O)C(=O)NC2CCN(c3nnnn3-c3ccccc3)CC2)cc1OC (stereo not given) | -18 | 0.93
32 | COc1ccccc1NS(=O)(=O)c1cc(NC(=O)C2CC2)ccc1N1CCOCC1 | 9 | 0.95
33 | O=Cc1ccc(OC(=O)Cc2ccc(F)cc2)cc1 | -16 | 0.94
34 | Cc1ccc(-c2ccc(/C=C(\C#N)C(=O)Nc3cc(C)nn3-c3ccccc3)o2)cc1 | -16 | 1
35 | CCCOc1ccc(NC(=O)C2OC3OC(C)(C)OC3C3OC(C)(C)OC23)cc1 (stereo not given) | -1 | 0.92
36 | Nc1c(C(=O)Nc2ccc(Cl)c(Cl)c2)sc2nc(-c3cccnc3)ccc12 | 8 | 1.1
37 | Cc1ccc2nc3n(c(=O)c2c1)-c1cc(Cl)ccc1C(=O)NC3Cc1ccccc1 (stereo not given) | -21 | 0.85
38 | CCCCCCN(C(=O)CCCCCN1C(=O)NC(c2ccc([N+](=O)[O-])cc2)C(C(=O)OCc2ccccc2)=C1C)C(C(=O)NCCCC)c1ccc(OCC(=O)OC)c(C(=O)OC)c1 (stereo not given) | 0 | 1.2
39 | CC(C(=O)Oc1ccc2c(c1)OCO2)N1C(=O)c2ccccc2C1=O (stereo not given) | -18 | 1
40 | O=C(OCn1ncc(Cl)c(Cl)c1=O)c1ccc(F)cc1 | 3 | 1.1
41 | COC(=O)[C@@]1(Cc2ccc(F)cc2)[C@H]2c3cc(C(=O)N4CCCC4)n(CCc4ccc(O)c(O)c4)c3C[C@H]2CN1C(=O)c1ccccc1 | 15 | 1
42 | COc1cc(-c2ccc(NC(=O)NC3CC3)c(OC)c2)ccc1NC(=O)NC1CC1 | 16 | 0.93
43 | CN(C)/C=C1/C(=O)N(c2ccc([N+](=O)[O-])cc2)N=C1c1ccccc1 | 101* | 1
44 | Cc1sc2ncnc(SCC(=O)c3ccc(Cl)s3)c2c1C | 1 | 1
45 | O=C1CSC(=S)N1/N=C/c1ccc(Cl)c([N+](=O)[O-])c1 | 3 | 1
46 | O=C1NC(Cc2ccc(O)cc2)c2nc3ccc(Cl)cc3c(=O)n2-c2ccc(Cl)cc21 (stereo not given) | 14 | 1
47 | CNC(=S)N1CCC(NC(=O)c2ccco2)CC1 | -15 | 0.86
48 | CS(=O)(=O)/C(C#N)=C\c1cnc(S(=O)(=O)c2ccccc2)s1 | 25 | 0.87
49 | COc1ccc(NC(=S)N(CCN2CCOCC2)Cc2cc3cc4c(cc3[nH]c2=O)OCO4)cc1 | 9 | 0.89
50 | COC(=O)c1ccc(C)c(NC(=O)Cc2ccc([N+](=O)[O-])cc2)c1 | -7 | 1.1
51 | Cc1cccc(NC(=O)CSc2nc3[nH]ncc3c(=O)n2-c2ccccc2)c1 | -9 | 1.4
52 | CC(=O)c1cc2c(cc1NC(=O)CCC1CCCC1)OCO2 | -4 | 0.78
53 | N#Cc1ccc(C23CC4(C2)[C@H](CN(CC2CCCCC2)[C@@H]4c2ccccc2)C3c2ccc(C(F)(F)F)cc2)cc1 (stereo not given in full) | -5 | 0.95
54 | Cc1cccc(N2CCN(C(=O)c3ccc4c(c3)NC(=O)C(CSCc3cccc(F)c3)N4)CC2)c1C (stereo not given) | 9 | 0.77
55 | C#CCOCCOCCOCCNc1nc(N2CCN(C(=O)[C@H](Cc3cc4ccccc4[nH]3)n3cc([C@@H](N)C(C)CC)nn3)CC2)nc(N2CCN(C(=O)[C@H](CCCCN)n3cc([C@@H](N)CO)nn3)CC2)n1 (stereo not given in full) | -23 | 1
56 | Cc1ccc(S(=O)(=O)N2CCCCC2)cc1NC(=O)c1ccc2c(=O)n3c(nc2c1)CCCCC3 | -19 | 1.1
57 | Cc1cc(C)nc(Nc2ncn[nH]2)n1 | -11 | 0.83
58 | O=C(Cn1c(=O)c(=O)n(Cc2ccccc2)c2ccc(Cl)cc21)Nc1cc(F)ccc1F | 5 | 0.97
59 | CC1(C)CC(=O)C2=C(C1)Nc1ccccc1N=C2 | 27 | 0.85
60 | CCN1CCCC1CNC(=O)c1cn(CC)c2ccc(S(=O)(=O)N3CCCCCC3)cc2c1=O (stereo not given) | -3 | 0.94
61 | COc1cccc(N(C(=O)C2COc3ccccc3O2)C(C(=O)NC2CCCCC2)c2ccc(O)cc2)c1 (stereo not given) | 15 | 1.1
62 | O=S(=O)(NCc1cccs1)c1ccc(Br)s1 | -2 | 0.96
63 | CC(C)C(=O)Nc1ccc(C(=O)N2CCN(C(=O)c3ccco3)CC2)cc1 | -9 | 0.89
64 | COc1cccc(-c2cc(C(F)(F)F)c3c(N)c(C#N)sc3n2)c1 | 2 | 0.88
65 | Cc1nc(NC(=O)c2ccccc2)sc1-c1csc(Nc2cccc(F)c2)n1 | 47 | 0.93
66 | N#CCCN(Cc1cccnc1)C(=S)NC(=O)C1CC1 | -8 | 0.95
67 | c1nnc2c3c4c(sc3ncn12)CCCC4 | -1 | 1.5
68 | CCOC(=O)c1ccc(NC(=S)Nc2ccccc2N)cc1 | 8 | 1.1
69 | O=C(CSc1nnc(-c2ccc3c(c2)OCCO3)o1)NC1CCCCC1 | -17 | 1.1
70 | CCNC(=S)N/N=C(\C)c1ccc2ccccc2c1 | 15 | 1.1
71 | CC(=O)OCCN1C(=O)c2cccc3cc([N+](=O)[O-])cc(c23)C1=O | -14 | 0.99
72 | COc1ccc(N=c2oc3ccccc3cc2C(=O)Nc2ccccn2)cc1OC | -6 | 1.3
73 | COc1ccc(C2CC(C(F)(F)F)n3nc(C(=O)Nc4c(C)n(C)n(-c5ccccc5)c4=O)c(Cl)c3N2)cc1 (stereo not given) | -2 | 0.89
74 | O=c1cc(-c2ccc(F)cc2F)[nH]c2ccccc12 | 6 | 0.97
75 | O=c1c2c3c(sc2nc2sc(CN4CCCCC4)cn12)CCCC3 | -8 | 0.89
76 | Cc1ccc(N(C(=O)c2ccn[nH]2)C(C(=O)NC2CCCC2)c2cccs2)cc1 (stereo not given) | -11 | 3*
77 | Cc1ccc(C2/C(=C(/O)c3cnn(-c4ccccc4)c3C)C(=O)C(=O)N2CCCN2CCOCC2)o1 (stereo not given) | -34 | 1.1
78 | O=C1NC(Cc2ccccc2)c2nc3ccc(Cl)cc3c(=O)n2-c2cc(Cl)ccc21 (stereo not given) | -17 | 0.95
79 | O=C(O)CCCNc1cc(N2CCC3(CC2)OCCO3)c2noc3c2c1C(=O)c1ccccc1-3 | -9 | 1.1
80 | CCCCn1c(=O)c(CCC(=O)OCC(=O)Nc2ccc(C)c(Cl)c2)nc2ccccc21 | -35 | 1.1
81 | COC(=O)C/C=C/[C@@H](C)[C@@H](/C=N/O[C@@H](C)c1cn([C@H](CO)Cc2ccccc2)nn1)NS(=O)(=O)c1ccc(C)cc1 | 6 | 0.91
82 | CS(=O)(=O)Nc1ccccc1C(=O)N1CCN(c2ccccc2)CC1 | -9 | 0.98
83 | CC(=O)OC[C@]12CC[C@H]3[C@@](C)(CC[C@H]4C(C)(C)CCC[C@]34C)[C@@H]1C[C@H](C1=CC(=O)O[C@@H]1OC(C)=O)O2 | 24 | 1.1
84 | CC(=O)c1cc2c(cc1NC(=O)CSc1nc3ccccc3[nH]1)OCO2 | 11 | 0.77
85 | O=C(O)/C=C/C(=O)Nc1ccc(Oc2ccc(NC(=O)/C=C/C(=O)O)cc2)cc1 | -30 | 0.9
86 | CN1Cc2cc(C(=O)c3cc(Cl)cc(CSc4ncccn4)c3O)cnc2NC1=O | -20 | 0.95
87 | Cc1cccc(/C=N/n2c(-c3ccccn3)n[nH]c2=S)c1 | -7 | 0.91
88 | NC(=O)c1ccc(N=Nc2c(-c3ccccc3)[nH]n(-c3ccccc3)c2=O)cc1 | -7 | 1
89 | COc1cc(-c2cc(C(=O)NN3CCN(C)CC3)c3ccccc3n2)cc(OC)c1OC | -5 | 0.98
90 | CC(=O)CCCCn1cnc2c1c(=O)n(C)c(=O)n2C | 4 | 1.2

Next part
no. | molecule | SENP6 inh | hIAP act
91 | O=C(CNC1CCCCCC1)Nc1ccc(N2CCCC2)cc1 | -15 | 0.94
92 | CS(=O)(=O)NCc1ccccc1Br | -12 | 1
93 | Cc1cc(Oc2ccc(=O)n(C)n2)nc(=S)[nH]1 | 8 | 1
94 | CCOc1ccccc1N1CCN(C(=O)Nc2ccc(Cl)c(Cl)c2)CC1 | -11 | 0.84
95 | COc1cccc(C2C3=C(N=c4s/c(=C\c5ccccc5O)c(=O)n42)c2ccccc2CC3)c1OC (stereo not given) | -41 | 0.93
96 | CCn1nc(C)c(/C=C2\CCCC3=C2OC(N)=C(C#N)C3c2c(C)nn(CC)c2C)c1C (stereo not given) | 2 | 1.2
97 | Cc1ccc2c(=O)n3c(nc2c1)C(Cc1ccccc1)NC(=O)c1cc(Cl)ccc1-3 (stereo not given) | -5 | 1.1
98 | CC(=O)NC1C(=O)SC1(C)C (stereo not given) | -7 | 0.92
99 | Cc1ccc(-n2c(SC3CCOC3=O)nc3ccccc3c2=O)cc1 (stereo not given) | -4 | 0.9
100 | C/C(=N/NC(=O)C(=O)N/N=C(/C)c1ccccc1)c1ccccc1 | 5 | 1.1
101 | COc1ccc(-c2csc(/C(C#N)=C\c3cccc([N+](=O)[O-])c3)n2)cc1 | -1 | 0.8
102 | CCOCCCn1c(=N)c(C(=O)NCc2ccc3c(c2)OCO3)cc2c(=O)n3ccccc3nc21 | -2 | 0.87
103 | N#Cc1ccc(Cl)cc1NC(=O)CSc1nc2nc(-c3cccs3)cc(C(F)(F)F)c2c(=O)[nH]1 | -29 | 0.97
104 | C#CCOCCOCCOCCNc1nc(N2CCN(C(=O)CCCCCCCCCCNC(=O)[C@H](CCCN=C(N)N)n3cc(C[C@@H](C)CC)nn3)CC2)nc(N2CCN(C(=O)CCCCCCCCCCNC(=O)[C@@H]([C@H](C)CC)n3cc(CCCCCN)nn3)CC2)n1 | -88 | 1.5
105 | O=C(CSc1ccc(-c2cccnc2)nn1)N1CCCc2ccccc21 | -20 | 0.98

Compound activity: PubChem BioAssay, Sanford-Burnham Center for Chemical Genomics
